Lipid storage S3 = qHTS Assay for Lipid Storage Modulators in Drosophila S3 Cells. Drosophila S3 cells, BODIPY lipid droplet fluorescence, 18-24 h; cells fed with added oleic acid. lipid storage change, negative = inhibition, % at the top dose, mostly 46.1 µM; hits show Potency in µM. 0.64% of 320,000 active. AID 2685; active means well fitted inhibition curve with a large enough effect in the signal ratio, with a control signal flat, not every such curve was filed as active; inconclusive means small, poorly fitted or top-dose-only effect, or effect the other way, or a change in a side signal; the % refers to the signal ratio
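Laser-scanning cytometry quantifies lipid droplet accumulation (500–530 nm total intensity; droplet/cell object ratio) in oleic acid-fed (400 uM added) Drosophila S3 cells treated with a concentration series. 20 uM Triacsin C defined 100% inhibition.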
Lipid storage S3 cell count max = also measured in Lipid storage S3; calls as there; cell number change, %; measured here: cell count max response;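 cells counted by Cell Tracker Red CMTPX staining in the red channel; peak over a dose series mostly up to 46.1 µM; percent activity relative to internal control wells on each plate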
Active calls of the source: *; i = inactive; ? = inconclusive; . = not tested or not shown. On the % scale 0 is the no-effect control and ±100 the full control effect; potency means the concentration at half of the fitted maximal effect. The list is partial; the hit share may differ from the screen's.

SMILES | Lipid storage S3 | Lipid storage S3 cell count max
Cn1c(CN2CCCCC2)c(C#N)c2ccccc21 | ? | .
Cc1ccc(NS(=O)(=O)c2ccc(C(=O)NNC(=O)c3ccccc3O)cc2)cc1 | 4.2% | 7.8
Cc1cccc(C2NC(=O)c3c(sc(C)c3C)N2)c1O (centres undefined) | 8.9% | -12.6
COc1cccc(NC(=O)c2oc3ccccc3c2NC(=O)c2ccc3c(c2)OCO3)c1 | ? | .
Cc1cccc2c1[nH]c1nc(N/N=C\c3ccco3)nnc12 | ? | .
Cc1ccc(CCNC(=O)CN2C(=O)COc3ccc(S(=O)(=O)N4CCC(C)CC4)cc32)cc1 | i | -13.8
COc1ccc(CCN2C(=O)CS/C2=N\NC(=O)c2ccc(C(C)(C)C)cc2)cc1OC | -24.0% | 1.5
CCOC(=O)C1=C(C(C)=O)C(c2cccnc2)C(C#N)=C(N)O1 (centres undefined) | i | .
O=c1c2[nH]cnc2n(-c2ccc(F)cc2)c(=O)n1Cc1ccccc1 | ? | .
Cc1cc(Cl)ccc1OCC(=O)N1CCN(c2ncccn2)CC1 | ? | .
COC(=O)c1cc(C(=O)Nc2nnc(CC(C)(C)C)s2)cc([N+](=O)[O-])c1 | 23.6% | -5.2
CCOC(=O)c1ccc(N2C=C(C(=O)OC)C(c3cccc(O)c3)C(C(=O)OC)=C2)cc1 | 9.3% | 17.4
CCCc1ccc(OCc2ccc(C(=O)N3CCSCC3)o2)cc1 | ? | .
Cc1c(C(C)C)c(=O)n(-c2ccc(S(=O)(=O)NC3CCCCC3)cc2)n1C | -13.7% | -18.3
Cc1ccc(OCc2nnc(SCc3ccc(C#N)cc3)n2-c2ccc(C)cc2)cc1 | ? | .
COCCCNS(=O)(=O)c1ccc(OC)c(Cl)c1Cl | 4.6% | 8.7
Cc1ccc(CNC(=O)C2CC(c3ccccc3F)=NO2)cc1 (centres undefined) | ? | .
CCOC(=O)c1c(NC(=O)CSc2nnc(C)s2)sc2c1CCN(C)C2 | ? | .
CCCCC(=O)Nc1nn(CC(C)C)c2nc3ccccc3cc12 | ? | .
CCc1ccc(N2CC(C(=O)OCc3csc(CC(=O)Nc4ccccc4C)n3)CC2=O)cc1 (centres undefined) | ? | .
CCN1CCc2nc(N)sc2C1 | ? | .
O=C(Nc1sc2c(c1C(=O)N1CCOCC1)CCCCC2)c1cccnc1 | ? | .
CC1=CC(=O)c2c(O)ccc(O)c2C1=O | 11.6% | 9.2
CCCS(=O)(=O)c1c(S(=O)(=O)CCC)c2c(N)cccn2c1C(=O)OC | -8.4% | -12.7
O=C(c1cccs1)N1CCC(C(=O)N2CCN(Cc3ccc4c(c3)OCO4)CC2)CC1 | 21.5% | 3.5

Given with two lines to a compound: five of the compounds above
Each structure is followed by: Lipid storage S3	Lipid storage S3 cell count max
> Cc1ccc(CCNC(=O)CN2C(=O)COc3ccc(S(=O)(=O)N4CCC(C)CC4)cc32)cc1
 : i	-13.8
> COc1ccc(CCN2C(=O)CS/C2=N\NC(=O)c2ccc(C(C)(C)C)cc2)cc1OC
 : -24.0%	1.5
> CCOC(=O)C1=C(C(C)=O)C(c2cccnc2)C(C#N)=C(N)O1 (centres undefined)
 : i	.
> O=c1c2[nH]cnc2n(-c2ccc(F)cc2)c(=O)n1Cc1ccccc1
 : ?	.
> Cc1cc(Cl)ccc1OCC(=O)N1CCN(c2ncccn2)CC1
 : ?	.

Returning to the listing with the two entries that preceded the break.
SMILES | Lipid storage S3 | Lipid storage S3 cell count max
CCCS(=O)(=O)c1c(S(=O)(=O)CCC)c2c(N)cccn2c1C(=O)OC | -8.4% | -12.7
O=C(c1cccs1)N1CCC(C(=O)N2CCN(Cc3ccc4c(c3)OCO4)CC2)CC1 | 21.5% | 3.5
Cc1c(OC(C)C(=O)NCC2CCC(C(=O)O)CC2)ccc2c3c(c(=O)oc12)CCCC3 (centres undefined) | 2.9% | 7.2
COC(=O)c1ccc(N/C=C\C(=O)c2ccc3c(c2)OCO3)cc1 | 14.2% | 16.4
COc1ccc(S(=O)(=O)N2CCN(Cc3ccccc3)CC2)c(C)c1 | i | 0.3
O=C(Nc1ccccc1)NC1(C(=O)N2CCN(c3ncccn3)CC2)CCCCC1 | ? | .
FC(F)Oc1ccc(NC(=S)NC2CCCCCCC2)cc1 | ? | .
CC(=O)Nc1ccc(S(=O)(=O)Nc2nc3ccccc3nc2Nc2ccc(O)c(C(=O)O)c2)cc1 | 21.3% | -4.0
CCCCOc1ccc(C(=O)NCCc2ccccc2)cc1 | -16.8% | -6.3
O=C(NCCCCC(NC(=O)c1ccc([N+](=O)[O-])cc1)C(=O)O)c1ccc([N+](=O)[O-])cc1 (centres undefined) | i | 14.4
O=C1CC(C(=O)Nc2cccc3ccccc23)C2(CCCC2)O1 (centres undefined) | ? | .
N#C/C(=C\c1c[nH]c2ccccc12)C(N)=O | -7.6% | -0.4
Cc1cccnc1CN1CCN(C(=O)CCc2nnc(CCc3ccccc3)o2)CC1 | 1.2% | 11.8
COc1cccc(OC)c1C(=O)NCCSC1CCCCC1 | 2.8% | 10.7
O=C(CCNC(=O)c1ccco1)Nc1cccc(Br)c1 | ? | .
CCS(=O)(=O)N1CCC(C(=O)Nc2cc([N+](=O)[O-])ccc2C)CC1 | 5.0% | 0.9
CN(C(=O)CN1C(=O)NC(C)(CCc2ccccc2)C1=O)c1ccccc1 (centres undefined) | ? | .
CCOc1ccc(CCNC(=O)c2cccc(S(=O)(=O)N3CCN(C(C)=O)CC3)c2)cc1OCC | -10.5% | -4.4
Oc1ccc(-c2n[nH]c(C(F)(F)F)c2-c2ccccc2)c(O)c1 | ? | .
CCOC(=O)c1cnc(SCc2ccc(C(C)(C)C)cc2)nc1N | ? | .
COc1ccccc1-c1cc(C(=O)N2CCCC2)no1 | i | 22.2
CC(Oc1ccc(Br)cc1Br)C(=O)Nc1cccnc1 (centres undefined) | i | -17.6
COc1cc2c3nnc(-c4ccc(F)cc4)c-3cn(Cc3ccccc3F)c2cc1OC | ? | .
CC1CCC2(CC1)NC(=O)N(CC(=O)NC(=O)Nc1ccc3c(c1)OCCO3)C2=O (centres undefined) | 2.8% | 17.3
O=C(COC(=O)c1cc2ccccc2o1)c1ccccc1 | i | -6.4
CCOc1ccc(C(C(=O)NC2CCCC2)N(CCCO)C(=O)c2ccc(-c3ccccc3)[nH]2)cc1 (centres undefined) | i | 42.7
COc1ccc(OC)c(S(=O)(=O)Nc2cc3c(cc2N2CCCC2)n(C)c(=O)c(=O)n3C)c1 | ? | .
Following part:
SMILES | Lipid storage S3 | Lipid storage S3 cell count max
CN(C)/C=C/C1=CC(=O)CC(C)(C)C1 | ? | .
Cc1ccc(S(=O)(=O)N2CCN(C(=O)CCC(=O)N3CCc4ccccc43)CC2)cc1 | ? | .
COC(=O)[C@@H](NC(=O)N1CCC(Cc2ccccc2)CC1)C(C)C | 4.3% | 14.6
O=C(CSCc1c(F)cccc1F)Nc1ccccc1 | ? | .
CCC(C(=O)OCC(=O)NC(=O)c1ccccc1OC)c1ccccc1 (centres undefined) | ? | .
COc1cc(-c2onc3ccc(Br)cc23)cc(OC)c1OC | 10.0% | 9.2
CCOc1ccc(NC(=O)CC(NC(C)=O)c2ccccc2)cc1S(=O)(=O)N1CCCC1 (centres undefined) | ? | .
CC(=O)c1cccc(NC(=O)COc2ccc(S(=O)(=O)N3CCOCC3)cc2)c1 | i | -2.0
C/C(CC(=O)Nc1ccc(Cl)cc1Cl)=N\NC(=O)c1ccncc1 | 15.2% | 23.0
O=C(N/N=C/c1ccc(Br)cc1)c1ccccc1-n1cccc1 | ? | .
Cc1cc(C(=O)CSc2nnc(-c3ccccc3)n2-c2ccccc2)c(C)n1-c1ncn[nH]1 | ? | .
Cc1ccccc1C(=O)OCC(=O)N(C)c1c(N)n(Cc2ccccc2)c(=O)[nH]c1=O | ? | .
COc1cccc(N2CCN(C(=O)c3ccccc3SCC(=O)NCc3ccco3)CC2)c1 | ? | .
COc1cccc(-c2ccc(C#N)c(OC(=O)c3c(Cl)cccc3Cl)n2)c1 | i | -22.9
CSCCC(NC(=O)CCN1C(=O)c2ccccc2C1=O)C(=O)O (centres undefined) | 9.2% | 17.0
COc1ccc(NC(=O)c2c3c(nc4ccccc24)CCC3)cc1 | 7.6% | 2.9
O=C(Cc1cccc2ccccc12)NNC(=O)Nc1cccc(Cl)c1 | -8.8% | -19.7
O=C(Nc1ccc(NC(=O)c2cccnc2)cc1)c1ccccc1 | ? | .
Cc1ccccc1N(C(=O)Cn1nnc(-c2ccc(F)cc2)n1)C(C(=O)NC(C)(C)C)c1ccncc1 (centres undefined) | -19.2% | 11.5
O=C(CN(Cc1ccccc1)C(=O)CCC(=O)Nc1ccccn1)NCc1ccco1 | i | 18.2
COc1ccccc1CNC(=O)c1ccc(CS(=O)(=O)c2ccccc2)o1 | i | -2.6
Cc1cc(S(=O)(=O)Nc2ccc3c(c2)COC3=O)ccc1F | ? | .
O=C(Nc1ccccc1C(=O)N1CCCCCC1)c1ccc(Cl)cc1 | -1.3% | 3.3
COc1ccccc1-n1c2nc3ccccc3nc2c2c(=O)n(-c3cc(C)cc(C)c3)cnc21 | ? | .
O=C(NCC(=O)N1CCN(S(=O)(=O)/C=C/c2ccccc2)CC1)c1ccc(Cl)cc1 | 12.4% | -8.5
The results go on:
SMILES | Lipid storage S3 | Lipid storage S3 cell count max
O=C(COC(=O)C1CCN(S(=O)(=O)c2c(Cl)cccc2Cl)CC1)NCc1ccco1 | -12.5% | 3.1
Cc1ccc(S(=O)(=O)CC(CN2CCOCC2)N2CCOCC2)cc1 (centres undefined) | -4.8% | -7.9
Cc1cc(=O)oc(C)c1C(=O)NCCc1ccc(F)cc1 | 6.6% | -0.5
Cc1ccc([N+](=O)[O-])cc1NC(=O)Nc1ccc(S(N)(=O)=O)cc1 | ? | .
CCCCC(=O)OCc1c(-c2ccccc2)ncc2ccccc12 | 14.7% | -12.0
CCCNC(=O)C(Cc1ccccc1)NC(=O)c1ccc(-c2ccccc2)cc1 (centres undefined) | 0.4% | -30.1
CCOC(=O)c1sc2nc(C)nc(NCc3cccnc3)c2c1C | i | .
COc1ccc(CN2CCCC(C(=O)N3CCc4ccccc4C3)C2)cc1OC (centres undefined) | ? | .
CCCCn1c(SCC(=O)OCC)nc2c1c(=O)[nH]c(=O)n2C | -2.7% | -4.7
O=C(CSc1nnc2c(Cl)cc(C(F)(F)F)cn12)Nc1ccc2c(c1)OCO2 | 18.7% | -8.5
COCCCNC(=S)N(CCN(C)C)Cc1cc2cc3c(cc2[nH]c1=O)OCCO3 | i | 5.0
CC(NC(=O)OCc1ccccc1)C(=O)Oc1cc2oc(=O)cc(-c3ccccc3)c2cc1Cl (centres undefined) | -2.4% | -6.3
CCc1ccc(CNC(=O)C2CCN(S(=O)(=O)N3CCCC3)CC2)cc1 | 5.5% | .
Cc1ccc(S(=O)(=O)N2CCCC2C(=O)NCc2ccccc2F)cc1 (centres undefined) | i | 10.5
CN(CC(=O)Nc1ccccc1F)CC(=O)Nc1ccccc1Br | -6.9% | -9.5
NS(=O)(=O)c1ccc(CCNC(=O)CN2CCN(c3ccccc3O)CC2)cc1 | 4.1% | 1.1
COc1ccc(NC(=O)NCc2cccnc2)cc1OC | i | -11.1
CCN(CC)S(=O)(=O)c1ccc2[nH]cc(C(=O)NCCCN3CCCCC3C)c(=O)c2c1 (centres undefined) | 13.1% | 0.4
Cc1csc(=O)n1CC(=O)OCC(=O)Nc1ccc(Cl)cc1F | 25.8% | .
O=S(=O)(Cc1ccc(Cl)cc1)N1CCN(Cc2ccc3c(c2)OCO3)CC1 | ? | .
Cn1nnnc1Sc1ncnc2scc(-c3ccccc3)c12 | 9.7% | 4.6
COc1ccccc1NC(=O)CSc1nnc(Cn2c(=O)sc3ccccc32)n1C | -15.4% | -3.1
C#CCOCCOCCOCCNc1nc(N2CCN(C(=O)[C@H]([C@@H](C)CC)n3cc(CCCN=C(N)N)nn3)CC2)nc(N2CCN(C(=O)[C@H]([C@@H](C)CC)n3cc(CCCN=C(N)N)nn3)CC2)n1 | 10.9% | 10.9
Cc1nc2c(C)cccn2c(=O)c1NC(=O)c1cccc2ccccc12 | ? | .
O=C(Nc1ccc(S(=O)(=O)NCc2cccnc2)cc1)c1ccco1 | 12.3% | -22.4

For reference, four of the compounds above:
SMILES | Lipid storage S3 | Lipid storage S3 cell count max
Cn1c(CN2CCCCC2)c(C#N)c2ccccc21 | ? | .
Cc1ccc(NS(=O)(=O)c2ccc(C(=O)NNC(=O)c3ccccc3O)cc2)cc1 | 4.2% | 7.8
Cc1cccc(C2NC(=O)c3c(sc(C)c3C)N2)c1O (centres undefined) | 8.9% | -12.6
COc1cccc(NC(=O)c2oc3ccccc3c2NC(=O)c2ccc3c(c2)OCO3)c1 | ? | .

Carrying on:
SMILES | Lipid storage S3 | Lipid storage S3 cell count max
Cc1cnc(C(=O)N2CCCC(C(=O)c3ccc(C(F)(F)F)cc3)C2)cn1 (centres undefined) | 3.3% | 17.3
NS(=O)(=O)c1ccc(CCN=Cc2ccccc2O)cc1 | ? | .
CCc1ccc2[nH]c(=O)c(CN(Cc3nnnn3C3CCCC3)C3CCCCC3)cc2c1 | ? | .
COc1ccc(/C=N/NC(=O)c2ccccc2)cc1CN1CCN(c2ccc(F)cc2)CC1 | -1.7% | -10.4
Cc1cc(C)nc(SCc2nnc(SCC(=O)OC3CCCCC3)o2)n1 | 2.3% | -16.5
COc1ccc([N+](=O)[O-])cc1NC(=O)CCN1CCOCC1 | 10.8% | 5.1
Cc1ccc2[nH]c3c(=O)n(Cc4ccncc4)cnc3c2c1 | ? | .
COc1ccccc1CCC(=O)OCC(=O)Nc1ccc2[nH]c(=O)[nH]c2c1 | 2.5% | 4.8
O=C(Cc1ccc([N+](=O)[O-])cc1)N1CCN(c2ccc([N+](=O)[O-])cc2)CC1 | -12.1% | 2.1
Cc1cccc(N/N=C/c2ccc(O)c(O)c2O)c1 | -19.0% | -11.1
